Source: PubChem BioAssay (Broad Institute)
PfHsp90 set2 – growth inhibition of yeast expressing Plasmodium Hsp90; inhibition, % at 9.4 µM; 0.32% of 310,000 active; S. cerevisiae expressing PfHsp90, BacTiter-Glo ATP, 48 h; yeast lacking PDR1 and PDR3 efflux regulators; AID 504621;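 active = every replicate shows inhibition above about 80%, whatever the replicate mean, limit read from the data; inconclusive = mean inhibition reaches the set limit but some replicate falls short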;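 note: 0% = DMSO neutral controls and 100% = 20 µM radicicol positive controls; yeast relying on Plasmodium falciparum Hsp90 in place of its own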
SR-BI DiI-HDL act – enhances SR-BI lipid uptake from DiI-HDL; CHO ldlA[mSR-BI] cells, DiI-HDL uptake fluorescence, 3 h; 100 = double the neutral-control signal; activation, % at 12.5 µM; 0.096% of 320,000 active; AID 504775;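 active = mean replicate activation of at least 60% and every replicate at or above 60%; inconclusive = mean or all-replicate condition met, but not both; inactive = mean below 60% and not all replicates reaching 60%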;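 note: 0% = median plate neutral-control signal and 100% = twice that signal; values of inactives mirror those of a sister screen read the other way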
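Assay system: LDL receptor-deficient CHO ldlA cells overexpressing murine SR-BI / Medium: BSA-supplemented, HEPES-buffered Ham's F12, pH 7.4 / Probe or stimulus: DiI-labelled HDL at 10 µg/mL final / Timing: compound with DiI-HDL co-incubation, 3 h at 37 °C / Technique: bottom-read cell fluorescence after medium removal, ex 550/em 595 nm / Measure: HDL uptake via cellular fluorescence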
MITF act – activators of MITF-driven TRPM1 promoter activity in SK-MEL-5 cells | activation, % at 12.5 µM | 0.75% of 300,000 active | AID 588334 | SK-MEL-5 TRPM1-promoter luciferase, 24 h; % of positive control, neutral wells = 0;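 active = mean activation of at least 80% with every replicate also reaching 80%; inconclusive = mean reaches 80% but some replicate falls short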;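 note: 0% = neutral control wells and 100% = parthenolide positive control wells; values of inactives mirror those of a sister screen read the other way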
CAL PDZ FP-1 – human CAL PDZ-peptide interaction inhibition; 0.02% of 330,000 active; purified CAL PDZ, TMR-peptide fluorescence polarization, 1 h; Q9HD26; AID 504414; inhibition, % at 20 µM;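 active = highest replicate inhibition of at least 40%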;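 note: plate controls were DMSO neutral control wells for no effect and unlabeled competitor peptide control wells for full effect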
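Control set: unlabelled peptide and DMSO controls / Material: purified CerCALP PDZ construct / Timing: 1 h incubation at room temperature before polarization reading / Doses: 20 µM, one dose / Detection: fluorescence polarization (mP)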
dFosB activator – mouse delta FosB homodimer activation; purified delta FosB, TAMRA-CDK5 oligo fluorescence polarization; percent of positive-control signal above neutral wells; AID 493131; activation, % at 25 µM; P13346; 0.99% of 340,000 active;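 active = mean activation above about 17%, with every replicate also reaching it, limit read from the data, passing the limit was not always enough; inconclusive = only one of the two conditions met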;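 note: fluorescence polarization rise as delta FosB binds a TAMRA Cdk5 AP-1 oligo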
Rtt109 HAT inh – inhibitors of Candida albicans Rtt109/Vps75 histone acetyltransferase | Q5AAJ8 | purified Rtt109/Vps75, ThioGlo CoA-SH fluorescence, 4 h | inhibition, % at 34.9 µM | 0.16% of 330,000 active | AID 540336;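 active = inhibition of at least 50% in every replicate; inconclusive = best replicate reaches 50% inhibition but some replicates fall short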
PvdQ acylase – blocks Pseudomonas aeruginosa PvdQ acylase activity; purified PvdQ acylase, fluorescence plate reader; inhibition, % at 10 µM; 0.063% of 340,000 active; AID 488965; in the data active = inhibition above about 30%, passing the limit was not always enough; inconclusive = no clear call, values can overlap the other calls;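 note: 0% = vehicle neutral wells and 100% = reference inhibitor wells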
NSD2 HMT inh – blocks human histone methyltransferase NSD2. NSD2 peptide methylation, AlphaScreen, 120 min. inhibition, % at 12.5 µM. 0.54% of 310,000 active. AID 743445; in the data active = inhibition above about 50%
Target sequence (O96028 whole entry, looked up): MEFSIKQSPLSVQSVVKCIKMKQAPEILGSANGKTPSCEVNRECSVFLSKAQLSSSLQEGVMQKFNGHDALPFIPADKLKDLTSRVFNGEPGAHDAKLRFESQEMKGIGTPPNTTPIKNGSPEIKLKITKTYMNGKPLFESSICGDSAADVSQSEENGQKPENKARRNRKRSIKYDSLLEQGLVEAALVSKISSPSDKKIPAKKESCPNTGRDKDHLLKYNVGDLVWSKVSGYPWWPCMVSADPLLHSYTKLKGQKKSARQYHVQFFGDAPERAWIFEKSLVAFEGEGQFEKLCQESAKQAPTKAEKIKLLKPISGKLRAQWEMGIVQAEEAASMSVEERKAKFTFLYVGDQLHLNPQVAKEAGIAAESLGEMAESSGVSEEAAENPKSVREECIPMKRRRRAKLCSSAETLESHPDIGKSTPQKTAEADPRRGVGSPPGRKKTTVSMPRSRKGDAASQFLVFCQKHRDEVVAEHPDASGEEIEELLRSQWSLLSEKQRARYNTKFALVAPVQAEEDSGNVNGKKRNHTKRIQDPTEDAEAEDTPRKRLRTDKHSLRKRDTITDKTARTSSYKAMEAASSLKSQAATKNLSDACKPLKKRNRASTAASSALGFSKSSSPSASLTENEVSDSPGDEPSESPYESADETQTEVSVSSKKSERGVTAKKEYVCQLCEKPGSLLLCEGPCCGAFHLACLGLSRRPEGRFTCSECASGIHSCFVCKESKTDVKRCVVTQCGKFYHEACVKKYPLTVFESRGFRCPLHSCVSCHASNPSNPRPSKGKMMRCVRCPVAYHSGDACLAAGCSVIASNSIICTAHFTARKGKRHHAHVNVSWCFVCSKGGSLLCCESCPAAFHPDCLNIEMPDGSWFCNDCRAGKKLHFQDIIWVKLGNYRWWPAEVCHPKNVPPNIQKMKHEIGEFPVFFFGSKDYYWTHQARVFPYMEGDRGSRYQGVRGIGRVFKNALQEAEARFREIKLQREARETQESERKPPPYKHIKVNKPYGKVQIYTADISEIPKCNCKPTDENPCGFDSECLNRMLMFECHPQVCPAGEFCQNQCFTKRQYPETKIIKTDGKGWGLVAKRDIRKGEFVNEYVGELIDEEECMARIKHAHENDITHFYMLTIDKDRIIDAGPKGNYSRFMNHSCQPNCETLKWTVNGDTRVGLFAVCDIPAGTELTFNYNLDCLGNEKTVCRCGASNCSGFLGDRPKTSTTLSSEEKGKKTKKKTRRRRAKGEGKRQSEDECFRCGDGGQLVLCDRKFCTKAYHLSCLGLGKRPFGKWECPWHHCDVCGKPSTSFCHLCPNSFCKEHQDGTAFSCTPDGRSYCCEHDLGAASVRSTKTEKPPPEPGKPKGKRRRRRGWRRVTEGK
CAL PDZ FP-2 – blocks peptide binding to the human CAL PDZ domain. purified CAL PDZ, TMR-peptide fluorescence polarization, 1 h. inhibition, % at 24.9 µM. 0.92% of 300,000 active. Q9HD26. AID 602252;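 active = mean inhibition of at least 30% with at least half of replicates also reaching 30%; inconclusive = no clear call, values can overlap the other calls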;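 note: 0% = DMSO neutral control and 100% = excess unlabeled competitor peptide PRC23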
SR-BI DiI inh – inhibitors of mouse SR-BI mediated HDL lipid uptake | Q61009 | ldlA[mSR-BI] CHO cells, DiI-HDL uptake fluorescence, 3 h | inhibition, % at 12.5 µM | 0.96% of 320,000 active;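 active = mean replicate inhibition of at least 70% and a set share of replicates each scoring 70 or more; inconclusive = meets just one of the two criteria; inactive = fails both criteria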;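 note: 0% = median of neutral control wells and 100% = median of positive control wells; values of inactives mirror those of a sister screen read the other way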
* marks the source's active call; other numbers are inactive results; ? = inconclusive; / = not tested or not shown.

SMILES | PfHsp90 set2 | SR-BI DiI-HDL act | MITF act | CAL PDZ FP-1 | dFosB activator | Rtt109 HAT inh | PvdQ acylase | NSD2 HMT inh | CAL PDZ FP-2 | SR-BI DiI inh
CCNc1nc(NC(C)C)nc(NS(=O)(=O)c2ccc(N)cc2)n1 | 2 | 6 | -10 | -0.1 | -6 | 9 | 10 | 2 | -5 | -6
Cc1ccc(P(=O)(O)c2ccc(C)cc2)cc1 | 11 | 16 | 4 | 0.8 | -5 | 7 | 2 | 0 | -1 | -16
[O-]/C(=C(\C(=S)Nc1cccc2ccccc12)[n+]1ccccc1)c1ccc(OC(F)F)cc1 | 23 | -1 | -12 | -1.8 | 4 | 5 | 2 | 18 | -5 | 1
O=C(CCN1CCN(c2ccccc2)CC1)Nc1ccc(OCc2ccccc2)cc1 | -7 | -18 | 5 | -1.6 | 3 | -3 | 3 | -1 | 2 | 18
O=C(CN1CCN(C(=O)c2ccco2)CC1)Nc1cc(Cl)ccc1Cl | 47 | -11 | 4 | -1.7 | -5 | -4 | -13 | -10 | 0 | 11
CCOc1ccccc1OCCCC(=O)N(CC)CC(=O)Nc1ccc(NC(C)=O)cc1 | / | -68 | 0 | -1.0 | -1 | -7 | -8 | 2 | -2 | 68
CCOC(=O)N1CCN(Cc2nc3cc(NC(=O)CC(C)C)ccc3n2CC)CC1 | 2 | 3 | 0 | 0.6 | 1 | -6 | -12 | 38 | 10 | -3
CCCOC(=O)C1[C@H]2C(=O)N(C(C)c3ccc(OC)cc3)C[C@]23C=C[C@H]1O3 (stereo partly specified) | 14 | -2 | -1 | / | 3 | -4 | -5 | -3 | 0 | 2
CC(C(=O)Nc1ccccc1-c1ccccc1)N1CCOCC1 (stereo unspecified) | 28 | 22 | -12 | -0.4 | -2 | 4 | 5 | -5 | 0 | -22
COCCn1c(-c2ccc(OC)c(OC)c2)nc2ccccc21 | -23 | 18 | / | -0.1 | 6 | -1 | -6 | -2 | / | -18
COc1ccc(/C=C/C(=O)Nc2cc(C(F)(F)F)ccc2Cl)cc1 | -4 | -42 | 0 | -2.5 | -5 | 31 | 21 | 0 | -1 | 42
COCCNC(=S)NC1CC2CCCC(C1)N2Cc1cccs1 (stereo unspecified) | 10 | -6 | -21 | 0.6 | -3 | 9 | -3 | -1 | -1 | 6
Cc1[nH]nc(SCC(=O)NCCc2ccccc2)c1[N+](=O)[O-] | 35 | / | 12 | -0.6 | -8 | -5 | -15 | 0 | -1 | /
CCOc1cc(C(=O)NCCN2CCOCC2)cc(OCC)c1OCC | -5 | -9 | 5 | -0.2 | 2 | 5 | 13 | -5 | -3 | 9
CCc1ccccc1NC(=S)/N=C(\N)Nc1nc(C)c2cc(C)ccc2n1 | -9 | -46 | -11 | -2.4 | -2 | / | 11 | -1 | 0 | 46
COc1ccccc1CNC(=O)COC(=O)CNS(=O)(=O)c1ccc(NC(C)=O)cc1 | / | 32 | 0 | -0.5 | 0 | 11 | -7 | 0 | 9 | -32
Nc1nnc(SCc2ccc(F)cc2Cl)s1 | / | 14 | 24 | -2.6 | -7 | -8 | -6 | -2 | / | -14
COc1ccc(N2CCCn3c2nc2c3c(=O)n(Cc3ccc(C)cc3)c(=O)n2C)c(OC)c1 | 2 | -28 | -3 | 0.5 | -9 | 2 | 1 | 5 | -6 | 28
COc1cc2c(cc1OC)C(c1ccccc1O)N(C1CC(=O)N(c3ccccc3)C1=O)CC2 (stereo unspecified) | 7 | 23 | / | -4.0 | -5 | 18 | 11 | 1 | -7 | -23
O=C(NCCc1ccccc1)c1ccc(CS(=O)(=O)c2ccc(Br)cc2)o1 | 5 | 3 | 5 | -0.2 | -10 | 19 | 8 | -8 | / | -3
O=C(CCCN1C(=O)/C(=C\c2cccs2)SC1=S)Nc1ccc(C(=O)O)cc1 | 1 | 7 | 2 | 0.0 | 1 | -9 | 16 | 13 | -2 | -7
C[N+](C)(C)CC=O | 12 | -2 | -10 | -0.9 | 1 | 1 | -4 | / | -4 | 2
CSc1ncc(C(=O)Nc2cccnc2)c(C(F)(F)F)n1 | 12 | -20 | 2 | 0.2 | -12 | -2 | -14 | -3 | -4 | 20
Cc1ccccc1Nc1nc(N)nc(COC(=O)C2CCCCC2)n1 | -12 | -2 | 24 | -1.8 | -11 | 6 | -13 | 0 | 0 | 2
C=CCn1c(C)cc(C(=O)COC(=O)CCc2cc(OC)c(OC)c(OC)c2)c1C | / | -17 | 15 | 0.1 | -1 | -1 | -8 | 4 | / | 17
COc1ccc(-c2cc(C(F)F)nc(-n3nc(C)cc3C)n2)cc1 | -25 | -46 | 3 | -2.6 | -31 | -15 | -8 | 1 | -2 | 46
O=C(CSc1nc2cc(Cl)ccc2o1)N1CCOCC1 | -8 | 15 | 11 | 0.7 | -4 | ? | 9 | 2 | / | -15
C(=C\N1CCCCCC1)/c1nnnn1-c1ccc(-c2ccccc2)cc1 | -19 | 1 | 1 | -0.3 | -15 | 1 | -14 | 1 | / | -1
COc1cc(/C=C2\SC(=S)N(CCC(=O)NCCc3ccccc3)C2=O)cc(OC)c1OC | -25 | 1 | -3 | -1.9 | 7 | -18 | -19 | -1 | -1 | -1
COc1ccc(/C=C2/C(=O)N(c3nc4ccccc4s3)N=C2CSc2ccc(Cl)cc2)cc1 | 5 | -10 | -2 | -2.4 | -8 | 17 | 6 | -2 | -1 | 10
CN(C)c1ccc(C2Nc3ccccc3C(=O)N2NS(C)(=O)=O)cc1 (stereo unspecified) | 35 | 3 | 25 | 0.4 | -11 | -12 | -10 | -1 | -6 | -3
Clc1ccc2c(c1)-c1nnc(Br)n1-c1ccccc1S2 | 6 | 21 | 11 | -0.9 | -6 | -7 | -5 | -5 | -3 | -21
COc1ccc(CCNc2ccc(C)cc2)cc1 | -10 | 4 | 8 | -2.5 | -2 | 6 | -9 | -3 | -1 | -4
Cc1cc(C)cc(-n2ncc3c2CCCC3NC(=O)c2cc(C)[nH]n2)c1 (stereo unspecified) | 4 | 4 | 1 | -2.6 | -9 | 21 | 5 | -1 | -5 | -4
COC1=C(N)C(=O)c2nc(C)ccc2C1=O | -26 | 21 | / | 0.3 | -5 | 1 | -19 | 189* | 1 | -21
COc1ccccc1C(=O)COC(=O)CSC(C)C(=O)Nc1cc(C)on1 (stereo unspecified) | / | 26 | 12 | -2.3 | -4 | -4 | -14 | 0 | -1 | -26
CN(C(=O)CN1C(=O)NC2(CCc3ccccc32)C1=O)C1CCS(=O)(=O)C1 (stereo unspecified) | 2 | 22 | 5 | -1.1 | -1 | 0 | -11 | 1 | 2 | -22
CCOC(=O)C1CCN(C(=O)c2cc3c(-c4ccc(OC)c(OC)c4)nn(C)c3s2)CC1 | 14 | -46 | / | -1.2 | -8 | -3 | 5 | / | / | 46
CCOc1ccc(S(=O)(=O)Nc2ccc(O)c(Sc3ncn[nH]3)c2)cc1 | 7 | 29 | -2 | -1.4 | 2 | 15 | -26 | 1 | -2 | -29
Cc1ccc2c(c1)N(CCC(=O)NCCN1CCOCC1)C(=O)CO2 | -25 | 10 | / | -0.8 | -4 | 5 | -14 | -1 | -3 | -10
CCOc1cc(CNC2CCCC2)cc(Cl)c1OCc1ccccc1 | -4 | -27 | 5 | -0.6 | -18 | 4 | -2 | 1 | -1 | 27
O=C(COC(=O)c1cc(Cl)ccc1O)Nc1cc(C(F)(F)F)ccc1N1CCOCC1 | -34 | 2 | 0 | 0.0 | -6 | -6 | -14 | 1 | 1 | -2
CCSC1(SCC)N=C(N)C2(C#N)C(c3ccc(F)cc3)C12C#N (stereo unspecified) | 4 | 7 | -82 | -1.3 | 0 | -5 | -4 | -1 | -3 | -7
CC1CC(C)CN(CCOc2ccccc2-c2ccccc2)C1 (stereo unspecified) | 6 | 9 | 5 | -2.3 | -3 | 2 | -1 | 1 | -2 | -9
O=C(CCCOc1ccccc1)Nc1ccc(Br)cc1 | 19 | 6 | 4 | -2.2 | -2 | -1 | -24 | 8 | -3 | -6
O=S(=O)(c1cccc(-c2n[nH]c(=S)n2-c2ccc(OC(F)(F)F)cc2)c1)N1CCOCC1 | 41 | -1 | -2 | -0.7 | -3 | 17 | -25 | -3 | 2 | 1
O=C(NC(=S)NC1CCCCCCCCCCC1)c1cccnc1 | / | -48 | -3 | -1.7 | 1 | -3 | -6 | -2 | 1 | 48
Oc1ccccc1-c1cncn1Cc1ccccc1 | -31 | 3 | 4 | -1.4 | 1 | 7 | -5 | 1 | -6 | -3
Cc1ccc(CN2CCN(Cc3cccn3-c3nccs3)CC2CCO)cc1 (stereo unspecified) | -2 | / | 2 | -0.3 | 0 | -14 | -4 | 9 | 2 | /
COc1ccc(N2C(=O)C3CCCN3C2c2cc(OC)c(OC)c(OC)c2)cc1 (stereo unspecified) | / | 22 | / | -0.8 | -2 | 4 | 10 | / | / | -22
Cc1cccc(NC(=S)N/N=C/c2ccc3c(c2)OCO3)c1 | -25 | 0 | 0 | -1.3 | -4 | -1 | 2 | 2 | -2 | 0
Cc1ccc(/C=N/Nc2nncn2N)cc1 | 15 | 12 | -10 | -3.3 | -10 | 1 | -12 | -1 | -1 | -12
Cc1oc2ccc(NS(=O)(=O)c3ccccc3)cc2c1C(=O)Nc1ccccc1 | -7 | -32 | 2 | -2.3 | -7 | / | -13 | -4 | -2 | 32
Cc1csc(=O)n1CCC(=O)OCc1nnc(-c2ccc(Cl)cc2)o1 | 10 | 12 | 4 | -2.6 | -4 | 14 | 12 | 0 | -1 | -12
COc1cc(OC)cc(C(=O)NCC(=O)Nc2ccc(OC)c(Cl)c2)c1 | -15 | -17 | 5 | -0.2 | -22 | 3 | -7 | -1 | 4 | 17
NC(=O)CC(NC(=O)Cc1ccc(Br)cc1)c1ccc(NCc2cc(F)ccc2F)c([N+](=O)[O-])c1 (stereo unspecified) | 3 | -8 | 19 | -0.2 | 3 | -7 | -10 | / | -4 | 8
O=C(Nc1nccs1)c1ccc(Br)o1 | -7 | -4 | 24 | -3.3 | -8 | -1 | 3 | -2 | -3 | 4
COc1cccc(C2CC(c3ccccc3OC)n3nc(N)nc3N2)c1 (stereo unspecified) | / | 7 | / | -0.2 | -6 | -1 | -5 | / | / | -7
